IMPase Li cell: membrane-permeable IMPase blocker, potentiated with lithium. CHO-M1 cells, IP1 TR-FRET (IP-One), carbachol + lithium. Potency, µM (doses to about 59.4 µM), inactives show at the highest dose activity, negative = IMPase inhibition, usual class: inhibitors. 210,000 tested, 0.35% active. AID 1457;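 also: IP1 builds up when IMPase is blocked and the TR-FRET signal falls; plate controls were basal vehicle for no effect and high inhibitor control for full effect; nearly all actives have a fitted effect of over 50% in size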
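Concentration–response in CHO-M1 cells, lithium-potentiated; 30 min at 37C. IP1 detected by competitive TR-FRET after 10 min lysis at RT. Hill-fitted AC50.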
GoLoco inh red: inhibitors of human Gai1-RGS12 GoLoco interaction (red fluorophore) | P63096 | Gai1:RGS12 GoLoco peptide FP, rhodamine, 10 min | Potency, µM (doses to about 61.6 µM), without a hit: top-dose activity, negative = inhibition, most hits filed as inhibitors | 230,000 tested, 0.44% active; active = well fitted inhibition curve with a large enough effect, not every such curve was filed as active; inactive = no such curve, though single readings can be large or run the other way; also: % is scaled to controls: 0 for no effect and ±100 for the full control effect; nearly all actives have a fitted effect of over 30% in size; many of its hits are not listed in these tables
Target sequence (P63096 whole entry, looked up): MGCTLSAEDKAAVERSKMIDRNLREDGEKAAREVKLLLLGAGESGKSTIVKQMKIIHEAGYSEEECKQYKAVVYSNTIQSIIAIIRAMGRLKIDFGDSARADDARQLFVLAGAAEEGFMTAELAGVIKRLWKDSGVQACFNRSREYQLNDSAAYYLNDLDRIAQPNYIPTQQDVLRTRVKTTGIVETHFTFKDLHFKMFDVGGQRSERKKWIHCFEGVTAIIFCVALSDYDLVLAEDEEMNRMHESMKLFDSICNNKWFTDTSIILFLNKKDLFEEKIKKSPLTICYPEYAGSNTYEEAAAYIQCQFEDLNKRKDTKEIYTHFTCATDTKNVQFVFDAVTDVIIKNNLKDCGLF
HTT aggregate: mutant huntingtin aggregation inhibition; Potency, µM (series often up to 46.1 µM), for the others: at the top dose activity change, negative = inhibition, most hits filed as inhibitors; PC12 HttQ103-GFP aggregates, Acumen cytometry, 40 h; 220,000 tested, 1.1% active; AID 1688; also: % is scaled to controls: 0 for no effect and ±100 for the full control effect; nearly all actives have a fitted effect of over 60% in size
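Quantitative HTS on tebufenozide-induced (100 nM) PC12 cells stably expressing polyQ103 Huntingtin exon 1–GFP. Reduction of bright GFP aggregates, detected by laser scanning cytometry after lysis, identified actives across the titration.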
GAA spleen mod: inhibitors or activators of human alpha-glucosidase in spleen homogenate | 240,000 tested, 0.006% active | P10253 | Potency, µM (doses to about 79.9 µM), for the others: top-dose activity change, negative = inhibition, usual class: inhibitors | human spleen homogenate, 4-MU-alpha-glucoside fluorescence;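 also: 0% = enzyme with vehicle and -100% = no enzyme basal signal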
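Human spleen homogenate (1 ug) incubated with compounds and 1 mM 4-methylumbelliferyl-alpha-D-glucopyranoside in pH 5.0 citrate/phosphate buffer, 37 C, 40 min. Stopped at pH 10; 4-MU fluorescence (Ex 365/Em 440 nm); AC50 by Hill fit.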
GAA inhib: blocks human lysosomal alpha-glucosidase; P10253; purified human GAA, 4-MU-alpha-glucoside fluorescence; Potency, µM (doses to about 76.9 µM), inactives show at the highest dose activity change, negative = inhibition, most hits filed as inhibitors; 200,000 tested, 0.005% active;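 also: plate controls were uninhibited enzyme wells for no effect and no-enzyme background for full effect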
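Enzyme (4 nM final) mixed with compound (up to 77 uM), then 4-MU-alpha-D-pyranoside (400 uM final) added; 20 min at room temperature, pH 5.0. Reaction stopped at pH 10, fluorescence read, AC50 derived by Hill fit.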
GAA glycogen: GAA glycogen-cleavage inhibition or activation. 300,000 tested, 0.38% active. Potency, µM (doses to about 76.4 µM), inactives show at the highest dose activity change, negative = inhibition, actives largely listed as inhibitors. recombinant GAA, glycogen substrate, Amplex Red glucose oxidase fluorescence;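 also: 0% = full enzyme reaction and -100% = no-enzyme basal signal; the screen sought inhibitors and activators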
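Recombinant human enzyme (4 nM); glycogen substrate; 37 C, 40 min, pH 5.0. Readout: coupled glucose oxidase/Amplex Red fluorescence.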
HTT ATP protect: protects HTT-Q103 PC12 cells, measured by ATP. PC12 HTT-Q103 induced, cytoprotection, ATP luminescence, 40 h. Potency, µM (series often up to 56.4 µM), for inactives: cytoprotection (ATP increase), hits mostly activators. 230,000 tested, 0.14% active. AID 1471;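 also: % of control where 0% means no effect; nearly all actives have a fitted effect of over 45% in size; toxic huntingtin expression switched on by the ecdysone agonist tebufenozide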
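Compounds were screened for protection of PC12 cells against cell death after tebufenozide induction (100 nM final) of mutant Huntingtin exon 1 (Q103) fused to GFP.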
Active calls of the source: *; ? = inconclusive; . = no result given; & = joins results of further samples; [ ] = remark or other dose. Unless noted, calls follow the shape of the dose curve; as a rule, active = well fitted curve in the direction sought with a large enough effect; inconclusive = small, poorly fitted or top-dose-only effect, or another doubt; inactive = no such curve, though single readings can be large; an effect the other way counts as inactive or inconclusive. Potency is read from the fitted curve at half-maximal effect. These rows are one share of the data (hit frequency here may not be typical).

SMILES	IMPase Li cell	GoLoco inh red	HTT aggregate	GAA spleen mod	GAA inhib	GAA glycogen	HTT ATP protect
CC(=O)Nc1ccc(NC(=O)CNC(=O)COc2ccccc2)cc1	1%	12%	9%[9.22 µM]	-6%	1%	17%	-18%[1.9 µM]
CCCCCCCCCCOC(=O)NC1CCS(=O)(=O)C1 (stereo not drawn)	-1%	8%	?	5%	?	-8%	-27%
COC(=O)c1[nH]c2cc(OC)ccc2c1NC(=O)CCN1CCCC(C)(C)C1	.	.	8%	-6%	?	8%	10%
CSc1ccc2nnc(-c3cccc(F)c3)n2n1	6%[38.3 µM]	5%	-25%	1%	-10%	-30%	5%
CC1(C(=O)NCc2ccc(Cl)c(Cl)c2)Oc2cccnc2NC1=O (stereo not drawn)	6%	2%	17%	-17%	-4%	6%	-28%
COc1cc(/C=N/NC(=O)c2ccc([N+](=O)[O-])cc2Cl)cc(Br)c1O	3%	-2%	-8%	1%	-6%	-2%	10%[10 µM]
Nc1ccccc1Oc1ccc2ccccc2c1	-1%	-7%	14%	0%	?	-1%	-2%[10 µM]
COc1cccc([C@@H]2Oc3ccc(Br)cc3C[C@H]2O)c1	5%	1%	.	-8%	.	.	0%
CCC(C)(C)NC(=O)C(c1ccco1)N(C(=O)c1csnn1)c1cccc(F)c1 (stereo not drawn)	.	.	-1%	2%	?	4%	-4%[10 µM]
CN(C)CCCNc1cc(C(C)(C)C)nc2c(-c3ccccc3)cnn12	.	14%	-9%[9.22 µM]	3%	.	1%	-13%[10 µM]
CC1CCC2(CC1)NC(=O)N(CC(=O)N1CCN(S(=O)(=O)c3ccccc3)CC1)C2=O (stereo not drawn)	3%	-5%	-4%	-8%	-12%	13%	-10%
NC(=O)Nc1ccc(C(=O)OCC(=O)NC2CCCCC2)cc1	0%	-9%	1%	-6%	-1%	-3%	-29%
O=C(Nc1cccc(F)c1)C1CCN(C(=O)c2ccccc2Cl)CC1	28%[38.3 µM]	-9%	8%	-2%	-1%	2%	-8%
O=C(CSc1nnc(-c2cnccn2)n1Cc1ccco1)c1ccccc1	-5%[38.3 µM]	5%	4%	-4%	-7%	0%	-4%
Cc1ccc(C2(c3noc(CN(C)CCO)n3)CCCC2)cc1	18%	-13%	13%[9.22 µM]	-15%	-5%	-14%	0%[10 µM]
O=C(NCCOC(=O)c1ccc(Cl)c(S(=O)(=O)N2CCCCC2)c1)c1ccncc1	-19%[38.3 µM]	13%	-6%	-7%	-8%	2%	14%
Cc1cc(C)cc(C(=O)N2CC(=O)Nc3ccccc32)c1	37%[38.3 µM]	-14%	29%	-4%	-8%	0%	-92%[inhibitor]
Cc1ccc(CN2CCN(CC(=O)NC(C)c3ccc4c(c3)OCCO4)C2=O)cc1 (stereo not drawn)	-3%[38.3 µM]	0%	-1%	-18%	-9%	4%	-15%
COc1ccc(C(=O)C2CCCN(C(=O)c3ccc4cc[nH]c4c3)C2)c(C)c1 (stereo not drawn)	18%	-1%	1%[9.22 µM]	-4%	-1%	-14%	?
C=CCOc1ccc(/C(O)=C2/C(=O)C(=O)N(CCCn3ccnc3)C2c2ccco2)cc1 (stereo not drawn)	-15%	14%	-20%	-2%	-10%	-13%	-48%[inhibitor]
CN1CCN(C(=O)CN(c2ccccc2)S(=O)(=O)N(C)C)CC1	1%	-7%	-11%	-2%	-5%	4%	-27%
Cc1cc(C(=O)CSc2nc(N)cc(N)n2)c(C)n1C1CC1	9%	54%[activator]	-8%	-5%	2%	0%	-79%[inhibitor]
COCCn1c(=O)c(CCc2ccccc2)nc2cnc(Oc3ccccc3)nc21	-1%	1%	.	-7%	.	.	-9%
CCOC(=O)CSc1n[nH]c(NC(=O)c2cccc(C(F)(F)F)c2)n1	-4%[38.3 µM]	4%	-1%	-7%	1%	5%	9%
O=C(O)c1cnn2cc(-c3[nH]ncc3[N+](=O)[O-])cnc12	-2%	-3%	1%	5%	9%	0%	34%[10 µM]

Reprinted from the part before: four entries, then new ones.
SMILES	IMPase Li cell	GoLoco inh red	HTT aggregate	GAA spleen mod	GAA inhib	GAA glycogen	HTT ATP protect
Cc1cc(C(=O)CSc2nc(N)cc(N)n2)c(C)n1C1CC1	9%	54%[activator]	-8%	-5%	2%	0%	-79%[inhibitor]
COCCn1c(=O)c(CCc2ccccc2)nc2cnc(Oc3ccccc3)nc21	-1%	1%	.	-7%	.	.	-9%
CCOC(=O)CSc1n[nH]c(NC(=O)c2cccc(C(F)(F)F)c2)n1	-4%[38.3 µM]	4%	-1%	-7%	1%	5%	9%
O=C(O)c1cnn2cc(-c3[nH]ncc3[N+](=O)[O-])cnc12	-2%	-3%	1%	5%	9%	0%	34%[10 µM]
Cc1nc(-c2ccc(Cl)cc2)sc1C1(C)CC(c2ccc(OC(F)(F)F)cc2)=NO1 (stereo not drawn)	.	-10%	20%[9.22 µM]	-1%	.	2%	15%[10 µM]
CN1CCN(NC(=O)CN2C(=O)/C(=C/c3ccccc3Cl)SC2=S)CC1	3%	75%[activator]	29%	-8%	-27%	-5%	-5%[10 µM]
CCC(=O)N1CCc2cc(S(=O)(=O)NCCC(=O)Nc3ccccc3C)ccc21	.	.	-10%	7%	6%	3%	14%
O=C(Nc1ccccc1)c1ccccc1N=Cc1cccc(O)c1	6%	-6%	22%[9.22 µM]	1%	5%	17%	-15%[1.9 µM]
CC(OC(=O)c1cc2sccc2n1C)C(=O)NCCc1ccccc1 (stereo not drawn)	12%[38.3 µM]	4%	-9%	-5%	-1%	1%	-9%
CCCCCn1c(SCC(=O)c2ccccc2)nc2cc(C(=O)NCc3ccco3)ccc2c1=O	-14%[38.3 µM]	194%[activator]	-3%	-6%	14%	4%	-13%
COCCn1c(SCC(=O)Nc2ccccc2)nc2c1c(=O)[nH]c(=O)n2C	-1%	-9%	0%	1%	5%	-5%	25%[10 µM]
CCOC(=O)c1cc2ccc(OC)c(OC)c2c(=O)s1	21%[38.3 µM]	-9%	-2%	-13%	?	-2%	-5%
O=C(O)c1cnn(-c2nc(-c3cccc(F)c3)cs2)c1C(F)(F)F	-28%	-3%	1%[9.22 µM]	-3%	6%	9%	-175%
Cc1ccc(NC(=O)Cn2nc(-c3ccccc3)nc2-c2ccccc2)c(C)c1	14%	-1%	14%	2%	5%	-2%	12%[10 µM]
Fc1ccc(/C=N/n2c(-c3cccs3)n[nH]c2=S)cc1	38%[activator][38.3 µM]	-22%	?	5%	-1%	?	-9%[10 µM]
COc1ccc(C(=O)NN/C(C)=C/C(=O)C(F)(F)C(F)(F)C(F)(F)F)cc1	-5%	-10%	11µM*	3%	-7%	-17%	41%[10 µM]
CC(=O)/C(N=Nc1cc2c(c([N+](=O)[O-])c1C)C(C)(C)CC2(C)C)=C(\C)O	.	-3%	-2%[9.22 µM]	3%	0%	-3%	9%[10 µM]
Cc1ccc(CCNC(=O)C23C[C@H]4C[C@@H](C2)CC(n2nnc(C)n2)(C4)C3)cc1	3%	7%	-8%	4%	-2%	0%	-38%[inhibitor]
COc1ccc(NC(=O)N2CCC(Cc3ccccc3)CC2)cc1	5%	5%	4%[9.22 µM]	-9%	8%	17%	-68%[inhibitor]
CCOC(=O)c1sc(-c2ccc(C)cc2)c(C#N)c1C	1%	3%	11%	-1%	-4%	6%	-33%[10 µM]
Cc1ccc(NC(=O)NCC2CCN(Cc3cccc(Cl)c3)CC2)c(Cl)c1	4%	-6%	?	-16%	-11%	3%	-56%[inhibitor]
CC1CCN(CC(=O)N2CCCc3c2c(=O)oc2ccc(OCc4ccccc4)cc32)CC1	42%[activator][38.3 µM]	14%	-27%	-4%	-38%	17%[76.3 µM]	2%
CC(C)=CCC/C(C)=C/C=N/NC(=O)c1ccc([N+](=O)[O-])cc1	9%	-3%	-11%	-4%	-3%	16%	22%[10 µM]
COC(=O)c1ccc(N2CCN(S(=O)(=O)c3c(C)cc(C)cc3C)CC2)c([N+](=O)[O-])c1	0%	0%	3%	-4%	-2%	-5%	8%[10 µM]
O=C(NCc1ccccn1)C1CCCN(Cc2cnn(-c3ccccc3)c2-n2cccc2)C1 (stereo not drawn)	1%[38.3 µM]	7%	-2%	-3%	-2%	5%	11%
COc1ccccc1NC(=S)NC(=O)CCCOc1ccc(Cl)cc1Cl	3%[38.3 µM]	10%	10%[9.22 µM]	-3%	-5%	3%	-14%
CCOc1cc(C(=O)NCCCn2ccnc2)cc(OCC)c1OCC	-1%	-1%	11%	-5%	2%	0%	8%[10 µM]
O=C(CSc1nc(C2CCCCC2)n(-c2ccccc2)n1)NCCN1C(=O)CSC1=O	2%[38.3 µM]	7%	-10%	-9%	-10%	-1%	-6%[10 µM]
Cc1ncc(CC(=O)n2cc(C(=O)c3cc(F)ccc3O)cn2)s1	18%[38.3 µM]	11%	-13%	-13%	-9%	3%	-13%

Complete entries, looked up by structure. Screens in order: IMPase Li cell	GoLoco inh red	HTT aggregate	GAA spleen mod	GAA inhib	GAA glycogen	HTT ATP protect
Record of COCCn1c(SCC(=O)Nc2ccccc2)nc2c1c(=O)[nH]c(=O)n2C → -1%	-9%	0%	1%	5%	-5%	25%[10 µM]
Record of COc1ccc(C(=O)C2CCCN(C(=O)c3ccc4cc[nH]c4c3)C2)c(C)c1 (stereo not drawn) → 18%	-1%	1%[9.22 µM]	-4%	-1%	-14%	?

Further results.
SMILES	IMPase Li cell	GoLoco inh red	HTT aggregate	GAA spleen mod	GAA inhib	GAA glycogen	HTT ATP protect
CC12C(=O)N(c3ccccc3C(=O)O)C(=O)C1C1C=CC2C1 (stereo not drawn)	.	.	-32%	-3%	?	4%	-1%
CCc1ccc2[nH]c(=O)c(C(c3nnnn3Cc3ccc(OC)cc3)N3CCOCC3)cc2c1 (stereo not drawn)	-10%[38.3 µM]	-1%	-14%	-5%	-1%	9%	-21%[10 µM]
COC(=O)[C@@H]1C[C@@H]2CC[C@@H](O)C[C@@H]2N1Cc1ccc(OC)cc1	-7%	45%&37%[activator]	-11%[9.22 µM]	6%&-4%	.	-8%	-4%
CC(C)N1C(=O)C2C(C(=O)NCc3ccccc3)C3C=CC2(O3)C1C(=O)NC(C)(C)C (stereo not drawn)	-1%[38.3 µM]	10%	24%	4%	8%	9%	4%
COC(=O)C1=C(C)NC(C)=C(C(=O)OC)C1C(=O)OC1CCCCC1=O (stereo not drawn)	1%[38.3 µM]	5%	14%	4%	1%	6%	9%[10 µM]
O=S(=O)(Nc1ccc(Cl)cn1)c1cccc(S(=O)(=O)c2ccccc2)c1	0%	-7%	-3%[9.22 µM]	2%	-4%	14%	1%[10 µM]
CSc1ccccc1C(=O)Nc1cccc([N+](=O)[O-])c1	5%	3%	21%[9.22 µM]	0%	0%	-12%	-31%
CCOc1cc(NC(=O)c2ccco2)c(OCC)cc1NC(=O)c1cc(OC)c(OC)c(OC)c1	5%[38.3 µM]	-9%	-11%	-4%	?	-3%	-21%
O=C(O)/C=C/C(=O)NC1CC1	-9%	1%	-9%	-3%	0%	-12%	27%

Assay outcomes (PubChem)
